D1 antag – blocks dopamine activation of the human D1 receptor. hit rate 3.2% among 360,000. activity change, negative = inhibition, % at 10 µM. P21728. HEK293 TREx D1 cells, calcium flux, dopamine EC80; active compounds read low; in the data active means activity change below about -30%; further: on the % scale 0 is the no-effect control and ±100 the full control effect
Target sequence (P21728 whole entry, looked up): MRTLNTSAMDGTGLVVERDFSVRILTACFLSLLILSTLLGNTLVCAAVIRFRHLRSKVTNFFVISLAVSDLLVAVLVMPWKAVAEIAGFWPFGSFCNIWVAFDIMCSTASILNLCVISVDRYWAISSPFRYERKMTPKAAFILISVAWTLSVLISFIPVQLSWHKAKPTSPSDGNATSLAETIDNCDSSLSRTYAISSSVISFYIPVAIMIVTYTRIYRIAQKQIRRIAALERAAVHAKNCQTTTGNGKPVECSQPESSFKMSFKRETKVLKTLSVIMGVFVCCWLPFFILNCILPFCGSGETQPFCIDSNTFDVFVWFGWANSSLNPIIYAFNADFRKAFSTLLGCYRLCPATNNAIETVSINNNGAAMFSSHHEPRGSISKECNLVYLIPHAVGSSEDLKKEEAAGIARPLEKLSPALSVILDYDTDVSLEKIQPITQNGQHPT
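Tetracycline-induced HEK293 Trex D1 cells, force-coupled to calcium, dye-loaded; compounds added and read 180 s, then EC80 dopamine added and calcium flux tracked kinetically another 180 s.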
D2 PAM – D2 dopamine receptor (human) potentiation; P14416; HEK293 T-REx D2, calcium flux, EC20 dopamine potentiation; potentiation, % at 10 µM; hit rate 0.34% among 340,000;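 active means potentiation over 3 SD above the plate norm, cut at about 30% in these data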; further: 0% is about no effect
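Using a no-wash calcium dye in inducible, force-coupled HEK293 Trex cells expressing D2, we tracked fluorescence each second for 180 s after compound, then for 180 s after EC20 dopamine to detect augmented signalling.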
Vif-A3G inh – Vif-A3G binding inhibition. Q9HC16. hit rate 0.076% among 410,000. Potency, µM (series often up to 46.1 µM), without a hit: at the top dose activity, negative = active, usual class: inhibitors. HeLa A3G-eYFP + Vif (tagged APOBEC3G with the HIV-1 protein that degrades it), YFP fluorescence, overnight;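 further: potency means the concentration at half of the fitted maximal effect; on the % scale 0 is the no-effect control and ±100 the full control effect; nearly all actives have a fitted effect of over 60% in size; hits raise eYFP signal because A3G escapes Vif-driven loss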
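Read-out is eYFP fluorescence (Ex 488/Em 500-530) from Vif-expressing HeLa A3G-eYFP cells; more signal means A3G escaped Vif-mediated degradation. Cells plated overnight, compound pinned in, incubated overnight at 37 deg C.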
RXFP1 agonist – activates the human relaxin receptor RXFP1 | Q9HBX9 | HEK293T-RXFP1 cAMP TR-FRET, 30 min; response scale: percent of porcine relaxin response, buffer zero | Potency, µM (highest dose often 57.5 µM), for inactives: top-dose activation, usual class: activators | hit rate 0.3% among 370,000 | AID 2676; further: potency means the concentration at half of the fitted maximal effect; on the % scale 0 is the no-effect control and ±100 the full control effect; nearly all actives have a fitted effect of over 60% in size; many of its hits are not listed in these tables
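cAMP rise read by TR-FRET after 30 min, 37C compound exposure (up to 58 uM) in RXFP1-transfected HEK293 cells with Ro 20174 present. EC50 from Hill-equation fits, with 29 nM porcine relaxin as 100% and buffer as basal.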
LDHA inh – inhibitors of human lactate dehydrogenase A | hit rate 0.15% among 480,000 | activity change, % (values are at about 110 or 230 µM) | purified LDHA, NADH/diaphorase-resazurin fluorescence; active compounds read low; in the data active means activity change below about -30%;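 further: plate controls were DMSO wells for no effect and wells without enzyme for full effect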
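Enzyme activity of human lactate dehydrogenase 5 (2 nM; 0.06 mM NADH, 0.2 mM pyruvate, 5 min, RT) is measured via a resazurin/diaphorase fluorescence readout of residual NADH.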
D1 PAM – potentiators of human D1 dopamine receptor; HEK293 TREx D1 cells, calcium flux, dopamine EC20 potentiation; potentiation, % at 10 µM; hit rate 0.036% among 360,000; in the data active means potentiation above about 30%; further: 0% is about no effect
D1 ag – agonists of human D1 dopamine receptor; HEK293 T-REx D1 cells, calcium flux, agonist mode; AID 504660; activation, % at 2 µM; hit rate 1% among 360,000; P21728; in the data active means activation above about 30%; further: 0% is about no effect
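Tetracycline-induced HEK293 TREx D1 cells, force-coupled to calcium signalling, were dye-loaded with a no-wash calcium kit. Compound was pin-added after a 10 s baseline. Fluorescence was read kinetically at 1 cycle/s for 180 s, with calcium rises flagged as agonism.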
Glioma ERSR ind – ER stress response induction in glioma; U87-MG GRP78 promoter luciferase reporter, 16 h; Potency, µM, inactives show at the top dose activation, usual class: activators; hit rate 0.02% among 420,000; further: potency means the concentration at half of the fitted maximal effect; series mostly up to about 76 µM; % of control where 0% means no effect; nearly all actives have a fitted effect of over 35% in size
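Stably transfected U87-MG human glioma cells carrying a GRP78-based luminescent sensor were seeded at 1000 cells/well, pin-dosed with compounds and incubated 16 h. Luciferase reagent was then added, and end-point luminescence was read after 10 min at room temperature.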
Vif-A3F inh – Vif-A3F binding inhibition | HeLa A3F-eYFP + Vif (tagged APOBEC3F with the HIV-1 protein that degrades it), YFP fluorescence increase | Potency, µM (top dose mostly 46.1 µM), for inactives: at the top dose activity, negative = active | hit rate 0.2% among 390,000 | AID 602313; further: potency means the concentration at half of the fitted maximal effect; % of control where 0% means no effect; nearly all actives have a fitted effect of over 65% in size
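HeLa cells stably expressing A3F-eYFP plus Vif, plated and incubated overnight at 37 deg C, then exposed to compounds overnight at 37 deg C. Blocked degradation read as raised yellow fluorescence (Ex 488/Em 500-530).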
* = called active by the depositor; & = joins results of further samples. Unless noted, the call rests on the fitted dose curve; in most records, active means well fitted curve in the direction sought with a large enough effect; inconclusive means small, poorly fitted or top-dose-only effect, or another doubt; inactive means no such curve, though single readings can be large; an effect the other way counts as inactive or inconclusive. Not all compounds are listed, so the mix of outcomes need not match the whole.

SMILES	D1 antag	D2 PAM	Vif-A3G inh	RXFP1 agonist	LDHA inh	D1 PAM	D1 ag	Glioma ERSR ind	Vif-A3F inh
O=C(CCN1CCN(CCO)CC1)N1c2ccccc2Sc2ccc(C(F)(F)F)cc21	-21	3	-1%	-0.6%	-2	-7	3	-4%&-5%	0%

Bioassay records deposited in PubChem by National Center for Advancing Translational Sciences (NCATS).
